# ELG1 DNA repair = qHTS screen for small molecules that inhibit ELG1-dependent DNA repair in human embryonic kidney (HEK293T) cells expressing luciferase-tagged ELG1; Potency, µM (top dose mostly 46.1 µM), without a hit: top-dose activity change, negative = inhibition, usual class: inhibitors; HEK293T ELG1-luciferase reporter, luminescence, 16 h; DNA damage induced by 5-fluorouridine; 2.3% of 330,000 active; AID 504467, 2011; note: potency is the fitted concentration of half-maximal effect; % is set by controls: 0 for no effect and ±100 for the full control effect; nearly all actives have a fitted effect of over 55% in size
#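 Step one: seed 2,000 cells per well. Step two: pin-transfer compound or DMSO alongside 5-fluorouridine. Step three: incubate 16 hr, 37 °C, 5% CO2. Step four: add ONE-Glo, wait 30 min, read luminescence.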
# B2AR arrestin = qHTS assay of beta-arrestin-biased ligands of beta2-adrenergic receptor. Potency, µM (top dose mostly 46.1 µM), inactives show top-dose activation, most hits filed as activators. Beta-2 adrenergic receptor (Homo sapiens), P07550. AID 492947, 2010. 0.02% of 330,000 active. beta-arrestin recruitment to beta2AR, cell-based reporter;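 note: potency is the fitted concentration of half-maximal effect; 0% = DMSO controls and full agonism = EC100 isoproterenol or metaproterenol; nearly all actives have a fitted effect of over 65% in size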
# Target sequence (P07550 whole entry, looked up): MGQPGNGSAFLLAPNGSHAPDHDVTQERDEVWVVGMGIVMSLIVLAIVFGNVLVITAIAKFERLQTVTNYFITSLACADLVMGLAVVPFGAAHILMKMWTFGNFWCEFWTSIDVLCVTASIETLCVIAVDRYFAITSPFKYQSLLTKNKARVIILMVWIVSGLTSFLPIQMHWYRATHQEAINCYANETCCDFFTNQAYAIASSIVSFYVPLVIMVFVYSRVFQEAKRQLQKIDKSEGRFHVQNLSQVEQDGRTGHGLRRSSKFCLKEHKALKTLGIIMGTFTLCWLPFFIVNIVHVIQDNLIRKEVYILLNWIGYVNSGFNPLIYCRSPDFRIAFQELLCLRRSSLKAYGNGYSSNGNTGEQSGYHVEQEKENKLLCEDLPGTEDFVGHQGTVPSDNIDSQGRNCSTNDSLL
# TCR act = Activators of T cell receptors: qHTS campaign; Potency, µM (highest dose often 9.22 µM), for inactives: top-dose activation of IL-2 secretion, actives largely listed as activators; 330,000 tested, under 10 active; AID 504894, 2011; primary human leukocytes, anti-CD3, IL-2 HTRF, 48 h; note: % of control where 0% means no effect
#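 Primary human leukocytes incubated 48 hr with anti-CD3 beads plus compound, without co-stimulation. Secreted IL-2 measured by HTRF (europium cryptate/d2 anti-IL-2 pair, 320 nm excitation, 665 nm emission).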
# PTAP TSG101 blk = qHTS Assay for Iinhibitors of HIV-1 Budding by Blocking the Interaction of PTAP/TSG101; AID 493005, 2010; Potency, µM (titrated, usually from 115 µM), for the others: top-dose activity change, negative = inhibition, hits mostly inhibitors; Fluorescence polarization, FITC-PTAP peptide / Tsg101 binding; 340,000 tested, under 10 active; Tumor susceptibility gene 101 protein (Homo sapiens), Q99816; active = well fitted inhibition curve with a large enough effect in the main read-out, with a control signal flat, not every such curve was filed as active; inconclusive = small, poorly fitted or top-dose-only effect, or effect the other way, or a change in a side signal; inactive = no such curve, though single readings can be large or run the other way; note: potency is the fitted concentration of half-maximal effect; % of control where 0% means no effect
# Target sequence (Q99816 whole entry, looked up): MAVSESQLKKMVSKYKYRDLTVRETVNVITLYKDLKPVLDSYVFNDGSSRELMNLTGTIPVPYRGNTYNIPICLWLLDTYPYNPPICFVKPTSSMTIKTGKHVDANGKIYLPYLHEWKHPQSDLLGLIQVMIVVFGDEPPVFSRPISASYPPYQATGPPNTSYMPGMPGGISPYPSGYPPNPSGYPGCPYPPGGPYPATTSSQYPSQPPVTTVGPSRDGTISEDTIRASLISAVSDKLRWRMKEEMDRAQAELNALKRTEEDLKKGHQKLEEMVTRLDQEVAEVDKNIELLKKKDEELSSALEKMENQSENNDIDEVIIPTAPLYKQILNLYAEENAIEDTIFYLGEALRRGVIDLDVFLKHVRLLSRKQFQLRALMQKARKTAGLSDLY
#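 FP read-out: FITC-PTAP peptide, 50 nM final, binding Tsg101 binding domain, 10 uM final; 20 min, r.t.; 10 mM HEPES pH 7.5, 0.15 M NaCl, 0.01% Tween 20, 3 mM EDTA, 0.1 mM TCEP.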
# TRPV1 agonist = HTS Assay for Compounds that Act as Agonists of the Vanilloid Receptor 1 | Transient receptor potential cation channel subfamily V member 1 (Homo sapiens), Q8NER1 | TRPV1-expressing cells, Fluo-8 calcium influx, agonist mode | activation, % at 8.33 µM | 0.19% of 320,000 active | AID 540275, 2011; in the data active = activation above about 80%; inconclusive = between about 30% and that limit; note: 0% is about no effect
#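 Cells expressing TRPV1 were dye-loaded with Fluo-8 and read kinetically: 10 s baseline, 3 min after compound (agonist portion), then 2 min after EC20 capsaicin (allosteric enhancer portion). Calcium-bound dye fluorescence at 480/520 nm.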
# A-T KAP1 phos = qHTS Assay for Identifying a Potential Treatment of Ataxia-Telangiectasia; […] A-T fibroblasts, KAP-1 phosphorylation AlphaLISA; neocarzinostatin DNA damage 30 min before lysis; 0.19% of 320,000 active; Potency, µM (top dose mostly 57.5 µM), for the others: top-dose activation, hits mostly activators; AID 485349, 2010; note: potency is the fitted concentration of half-maximal effect; % of control where 0% means no effect; nearly all actives have a fitted effect of over 45% in size
#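 ATM-like activity read as KAP-1 phosphorylation via AlphaLISA donor/acceptor antibody pairs after lysis and 6 hr at 25C. Cells were ATM-null patient fibroblasts ([…], hTERT), dosed 60 min, then exposed to the DSB inducer NCS for 30 min.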
# p53 reactivation = qHTS assay for re-activators of p53 using a Luc reporter; 0.063% of 320,000 active; Potency, µM (titrated, usually from 92.2 µM), for inactives: top-dose activity change, positive = activation, actives largely listed as activators; H1299 p53-A138V BP100-luciferase reporter, luminescence, 24 h; AID 504706, 2011; note: potency is the fitted concentration of half-maximal effect; % of control where 0% means no effect; nearly all actives have a fitted effect of over 45% in size
#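 p53-null H1299 cells stably carrying temperature-sensitive p53-A138V and a BP100-luciferase reporter were pinned with compounds (4-point, 1:5 series) and held 24 hrs at 37 deg C. Luminescence was read 10 min after detection reagent.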
# MLL CXXC-DNA inh = qHTS Fluorescence Polarization Assay for Inhibitors of MLL CXXC domain - DNA interaction | Histone-lysine N-methyltransferase 2A (Homo sapiens), Q03164 | AID 2662, 2010 | MLL-CXXC / FITC-HOXA9 DNA fluorescence polarization | Potency, µM (highest dose often 115 µM), for the others: at the highest dose activity change, negative = inhibition, actives largely listed as inhibitors | 0.037% of 290,000 active; active = well fitted inhibition curve with a large enough effect in the polarisation, with a control signal flat, not every such curve was filed as active; inconclusive = small, poorly fitted or top-dose-only effect, or effect the other way, or a change in a side signal; inactive = no such curve, though single readings can be large or run the other way; the % refers to the polarisation; note: potency is the fitted concentration of half-maximal effect
#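 Fluorescence polarization: 7 uM MLL-CXXC (stock) preincubated 5 min with compounds, then 50 nM fluorescein-HOX-A9 DNA (stock) added; 30 min ambient. Buffer 50 mM Tris-HCl pH 7.5, 50 mM NaCl, 1 mM DTT, 0.05% BSA.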
# a7 integrin act = qHTS for Activators of Integrin-Mediated Alleviation for Muscular Dystrophy; 0.064% of 350,000 active; alpha7betagal myoblasts, beta-gal FDG fluorescence, 48 h; AID 624291, 2012; Potency, µM (titrated, usually from 38.3 µM), inactives show at the highest dose activation, actives largely listed as activators;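 note: potency is the fitted concentration of half-maximal effect; 100% = response of the positive control SU9516; nearly all actives have a fitted effect of over 60% in size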
#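 alpha7betagal+/- myoblasts (passage 13, 250/well) treated 48 h at 37C with compounds at 1:260 dilution of DMSO stock. Lysed, then beta-galactosidase activity read as FDG fluorescence (ex 480/em 540) after 30 min, with pre-read for autofluorescence.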
# BRCA1 expr act = qHTS Assay to Identify Small Molecule Activators of BRCA1 Expression; AID 624202, 2012; MCF7-BRCA1-FFLuc reporter, luminescence, 48 h; response scale: scaled: vehicle 0%, 10 µM genistein 100%; Potency, µM (top dose mostly 46.1 µM), for the others: at the highest dose activation, actives largely listed as activators; 1.1% of 380,000 active; note: potency is the fitted concentration of half-maximal effect; nearly all actives have a fitted effect of over 80% in size; some results filed as inactive show a strong effect at the top dose
#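 48 h compound treatment of MCF7-BRCA1-FFLuc cells (phenol-red free MEM, 37 °C), then 15 min with luciferase substrate and luminescence imaging.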
# * hit, by the source's call; ? = inconclusive; . = no result given; [ ] = remark or other dose. Unless noted, calls come from the whole dose curve; as a rule, active = well fitted curve in the direction sought with a large enough effect; inconclusive = small, poorly fitted or top-dose-only effect, or another doubt; inactive = no such curve, though single readings can be large; an effect the other way counts as inactive or inconclusive. Hits appear at their usual frequency; 3.8% or so of the library scored in one or more.
No.	structure	ELG1 DNA repair	B2AR arrestin	TCR act	PTAP TSG101 blk	TRPV1 agonist	A-T KAP1 phos	p53 reactivation	MLL CXXC-DNA inh	a7 integrin act	BRCA1 expr act
1	Cc1ccc(S(=O)(=O)Oc2ccccc2/C=C2/SC(=O)NC2=O)cc1	?	0.4%	-7%	-2%	0	13%	1%	-19%	-10%	-20%
2	C=CCn1c(SCc2c(F)cccc2Cl)nnc1-c1ccco1	-17%	-0.8%	-4%	-2%	2	6%	-1%	1%	-25%	19%
3	CC1CCN(C(=O)CN(c2cccc(F)c2)S(C)(=O)=O)CC1	-3%	-0.3%	8%	0%	-2	5%	-4%	-2%	-15%	5%
4	COc1cc(OC)c(NC(=O)c2cncn2-c2ccc(F)cc2)cc1Cl	-8%	0.1%	-1%	-2%	-1	-5%	-6%	9%	-47%[inhibitor]	-39%
5	CCC(C)NC(=O)CCn1c(-c2ccccc2)cc(C(C)=O)c1C (stereo unspecified)	11%	-0.7%	6%[46.1 µM]	-1%	?	1%	-9%	10%	23%	-23%
6	COc1ccc(-c2csc(NC(=O)CSc3nnc(Nc4ccccc4C)s3)n2)cc1	?	0.1%	-2%	-6%	0	4%	2%	-7%	-16%	-22%
7	Cc1ccc(Cn2c3ccccc3c3cn[nH]c(=O)c32)cc1	-11%	-0.4%	-6%	3%	-3	8%	-3%	-3%	-22%	0%
8	Cc1cc(C)n(/N=C/c2ccc(C(C)C)cc2)c(=O)c1C#N	?	-0.8%	-5%[46.1 µM]	0%	19	5%	14%	6%	-4%	8%
9	O=C(NC(=O)N1CCCCC1)c1ccc(Cl)cc1	7%	-1.6%	2%	-1%	-4	12%	11%	-9%	-1%	0%
10	CCSc1nnc2n(N)c(=O)c3ccccc3n12	5%	-0.9%	.	.	-2	8%	4%	-2%	.	.

# (list continues)
No.	structure	ELG1 DNA repair	B2AR arrestin	TCR act	PTAP TSG101 blk	TRPV1 agonist	A-T KAP1 phos	p53 reactivation	MLL CXXC-DNA inh	a7 integrin act	BRCA1 expr act
11	CCOC(=O)CSc1cc(=O)n(C)c2cc(Cl)ccc12	-1%	-0.2%	4%	-2%	10	1%	-3%	0%	-2%	-1%
12	Cc1sc2nc(CSC(C)C(=O)Nc3ccccn3)[nH]c(=O)c2c1C (stereo unspecified)	?	-0.3%	-5%	-1%	-1	-11%	?	.	9%	14%
13	O=C(NCCOC(=O)c1ccc(Cl)cc1)c1cccnc1	13%	0.1%	5%	-1%	10	1%	-1%	5%	9%	12%
14	Cc1cc(=O)[nH]c(SCCOc2ccc(OC(C)C)cc2)n1	?	0.4%	14%	-1%	?	.	25%	-7%	-4%	73%
15	CC1CCC(N2CC(=O)N(Cc3ccc4c(c3)OCO4)C(c3ccc(F)cc3)C2=O)CC1 (stereo unspecified)	-9%	0.4%	4%	-5%	?	-2%	-5%	-10%	21%	-34%
16	COc1ccc(-c2noc(CCC(=O)N3CCN(c4ccccc4OC)CC3)n2)cc1	?	-1.1%	3%[46.1 µM]	3%	.	11%	-1%	.	12%	-5%
17	CC(=O)c1cccc(NC(=O)CCc2nnc3ccc(N4CCN(C)CC4)nn23)c1	14%	0.2%	-25%	-2%	-1	1%	15%	23%	6%	5%
18	C/C(N)=C(/C#N)C(=O)COC(=O)c1cc2c(s1)CCC(C)C2 (stereo unspecified)	?	0.2%	9%	6%	?	-3%	22%	0%	-9%	29%
19	Cc1cc(NS(=O)(=O)c2ccc(NC(=O)C(C)Oc3ccc(Cl)cc3)cc2)no1 (stereo unspecified)	11%	-0.9%	3%	-7%	4	17%	-3%	8%	5%	-10%
20	COc1ccc(S(=O)(=O)Cc2ccc(C(=O)NCCCN3CCc4ccccc4C3)o2)cc1	1%	-0.4%	6%	-1%	-2	9%	2%	3%	-19%	-10%

# Later entries
No.	structure	ELG1 DNA repair	B2AR arrestin	TCR act	PTAP TSG101 blk	TRPV1 agonist	A-T KAP1 phos	p53 reactivation	MLL CXXC-DNA inh	a7 integrin act	BRCA1 expr act
21	CC(C)C[C@H]1CN=C(Nc2ccccc2)N1CC1CCC1	-15%	0.3%	-6%	0%	-1	-2%	.	5%	23%	-2%
22	C(=C\c1ccccc1)/C=N/n1cnnc1	16%	0.1%	-5%	2%	1	2%	4%	-2%	-18%	9%
23	CCOC(=O)C(Cc1ccccc1)NC(=O)Cn1nnc(-c2ccccc2)n1 (stereo unspecified)	-3%	0.3%	2%	1%	6	1%	-4%	-12%	5%	20%
24	COc1ccc(/C=N/NC(=O)Cc2cc(OC)c(OC)cc2[N+](=O)[O-])cc1	-11%	0.2%	-2%[46.1 µM]	-1%	21	3%	-13%	-2%	18%	-17%
25	COc1cc(/C=N/NC(=O)CNS(=O)(=O)c2ccc(C)cc2)cc(OC)c1OC	.	.	6%	0%	.	.	.	.	-14%	-14%
26	Cc1cccc(C(=O)/C=C2/c3ccccc3CC(C)(C)N2C)c1	-12%	-0.5%	5%	-7%	10	-2%	-8%	4%	2%	-20%
27	Cn1ncc(S(=O)(=O)Cc2ccccc2)c(Cl)c1=O	12%	0.5%	0%	-4%	.	16%	0%	0%	-21%	16%
28	COc1ccc(OCC(=O)Nc2ccccc2C(=O)N2CCOCC2)cc1	-8%	-0.3%	2%	-2%	-10	-4%	2%	10%	5%	-1%
29	O=C(CSc1ccc(Br)cc1)NCC1(N2CCCCC2)CCCCC1	.	.	5%	1%	.	.	.	.	-10%	-17%
30	Cc1cc(C)n2nc(SCc3nnc(-c4ccccc4Br)o3)nc2n1	-2%	0.0%	3%	-4%	0	2%	-4%	24%	-7%	-1%

# One compound at a time, from the list above.
# Results for COc1ccc(S(=O)(=O)Cc2ccc(C(=O)NCCCN3CCc4ccccc4C3)o2)cc1 : ELG1 DNA repair: 1%; B2AR arrestin: -0.4%; TCR act: 6%; PTAP TSG101 blk: -1%; TRPV1 agonist: -2; A-T KAP1 phos: 9%; p53 reactivation: 2%; MLL CXXC-DNA inh: 3%; a7 integrin act: -19%; BRCA1 expr act: -10%
# Results for Cc1cccc(C(=O)/C=C2/c3ccccc3CC(C)(C)N2C)c1 : ELG1 DNA repair: -12%; B2AR arrestin: -0.5%; TCR act: 5%; PTAP TSG101 blk: -7%; TRPV1 agonist: 10; A-T KAP1 phos: -2%; p53 reactivation: -8%; MLL CXXC-DNA inh: 4%; a7 integrin act: 2%; BRCA1 expr act: -20%

# (continued)
No.	structure	ELG1 DNA repair	B2AR arrestin	TCR act	PTAP TSG101 blk	TRPV1 agonist	A-T KAP1 phos	p53 reactivation	MLL CXXC-DNA inh	a7 integrin act	BRCA1 expr act
31	Cc1ccc(C)c(NC(=O)Cn2nnc(-c3ccc(N4CCOCC4)cc3)n2)c1	?	-0.1%	-9%	-1%	0	4%	0%	-6%	16%	46%
32	O=C(OCC(=O)N1c2ccccc2Sc2ccccc21)c1ccc[n+]([O-])c1	-1%	0.0%	8%	-1%	-1	12%	-2%	-2%	35%	0%
33	FC(F)(F)c1cc(-c2ccco2)nc(NCc2ccc(Cl)cc2)n1	-7%	-0.1%	2%	-3%	2	-1%	5%	1%	-1%	-31%
34	Cc1ccc(C(=O)NC(=O)OCCn2c(C)cnc2[N+](=O)[O-])cc1	-18%	-0.1%	-3%	0%	0	-5%	5%	2%	5%	0%
35	COc1cc2cc(C(=O)N3CCN(Cc4ccc5c(c4)OCO5)CC3)c(=O)oc2cc1OC	5%	-0.7%	-3%	0%	-2	-11%	5%	-9%	-22%	-4%
36	CCN(C(=O)CSc1nnc(C)c(=O)[nH]1)c1cccc2ccccc12	-1%	-0.2%	-2%	1%	.	1%	6%	.	-24%	19%
37	Cc1ccc2[nH]c3c(=O)n(CC(=O)Nc4ccccc4N4CCN(C)CC4)ncc3c2c1	?	0.2%	3%	0%	5	-10%	1%	15%	-58%[inhibitor]	27%
38	COc1ccc(N(C(=O)c2ccco2)C(C(=O)NC2CCCC2)c2cc(OC)c(OC)c(OC)c2)cc1 (stereo unspecified)	1%	-0.3%	2%	-3%	1	-5%	.	15%	9%	-24%
